TDP2 absorb – blocks human TDP2 phosphodiesterase activity | O95551 | recombinant TDP2, T5PNP hydrolysis, p-nitrophenol absorbance 415 nm | inhibition, % at 12.8 µM | actives 0.34% (n = 370,000);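 active = inhibition above the mean of all tested compounds plus 3 SD, set per campaign, cut at about 25% in these data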;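 note: 0% = DMSO with enzyme and 100% = buffer with substrate but no TDP2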
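test system = human TDP2 enzyme | input = TDP2 enzyme at 120 nM final | medium = 50 mM Tris-HCl pH 7.5 with Mg2+, KCl, DTT, BSA | also added = T5PNP substrate, 5 mM | times = 2 h at 37 °C | technique = epi absorbance | benchmarks = high control without enzyme, low control DMSO plus TDP2 | replication = each compound tested once, singlicate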
LEDGF integ inh – blocks HIV-1 LEDGF/p75-dependent DNA integration | TR-FRET IN-LEDGF/p75 DNA integration, Eu/Cy5 | inhibition, % at 3.7 µM | actives 0.64% (n = 370,000);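 active = inhibition above the screen-wide mean plus 3 SD, cut at about 13% in these data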;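 note: signal is the Cy5 over europium emission ratio at 671 and 618 nm; 0% = plate median of compound wells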
SIAE primary – human SIAE inhibition, primary screen; SIAE FP-Rh probe binding, fluorescence polarization; inhibition, % at 9.66 µM; actives 0.69% (n = 370,000); AID 1053197;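 active = inhibition above a cutoff: mean of compounds within the control limits plus 3 SD of those, cut at about 17% in these data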;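 note: 0% = plate median of compound wells and 100% = probe without SIAE protein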
UHRF1 binding – blocks human UHRF1 binding to methylated DNA; Q96T88; UHRF1 binding to methylated oligo, TR-FRET; inhibition, % at 4.4 µM; actives 0.75% (n = 370,000); in the data active = inhibition above about 21%;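 note: UHRF1 SRA domain binding a hemimethylated CpG hairpin DNA probe; 0% = median of test compound wells and 100% = reference inhibitor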
Target sequence (Q96T88 whole entry, looked up, the tested form may be a part): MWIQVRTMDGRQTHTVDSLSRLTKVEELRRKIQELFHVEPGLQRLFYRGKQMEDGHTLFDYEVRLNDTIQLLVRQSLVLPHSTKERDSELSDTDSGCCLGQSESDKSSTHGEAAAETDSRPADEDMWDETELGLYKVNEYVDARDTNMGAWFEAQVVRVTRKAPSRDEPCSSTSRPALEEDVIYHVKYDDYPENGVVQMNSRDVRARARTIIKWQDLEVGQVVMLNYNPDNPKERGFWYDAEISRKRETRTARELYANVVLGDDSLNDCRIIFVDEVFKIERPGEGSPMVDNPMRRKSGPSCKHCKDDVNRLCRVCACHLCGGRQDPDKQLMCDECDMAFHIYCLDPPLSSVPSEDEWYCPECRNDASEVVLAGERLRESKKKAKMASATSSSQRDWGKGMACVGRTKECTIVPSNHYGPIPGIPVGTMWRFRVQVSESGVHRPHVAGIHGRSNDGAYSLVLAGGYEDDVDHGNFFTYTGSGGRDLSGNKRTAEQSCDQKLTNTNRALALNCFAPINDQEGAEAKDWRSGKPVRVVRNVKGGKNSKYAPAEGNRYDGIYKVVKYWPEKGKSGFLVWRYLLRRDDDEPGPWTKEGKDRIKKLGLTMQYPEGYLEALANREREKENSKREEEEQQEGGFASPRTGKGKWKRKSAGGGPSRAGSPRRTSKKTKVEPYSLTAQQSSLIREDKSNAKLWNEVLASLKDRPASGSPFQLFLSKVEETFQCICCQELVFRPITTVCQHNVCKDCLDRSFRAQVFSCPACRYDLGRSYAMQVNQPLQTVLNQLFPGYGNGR
PRMT1 FP inh – blocks human protein arginine methyltransferase 1; Q99873; actives 1.3% (n = 370,000); inhibition, % at 2.79 µM; recombinant PRMT1, activity-based probe fluorescence polarization;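 active = inhibition above about 21% made by adding two undisclosed values, limit read from the data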
DDE Tn6 FP inh – inhibitors of Tn6 peptide binding to human fibrin DD(E). P02675. Fibrin DD(E) TRITC-Tn6 fluorescence polarization displacement. inhibition, % at 8.3 µM. actives 0.21% (n = 370,000). AID 720509;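 active = inhibition above a per-campaign cutoff: mean of compounds within control limits plus 3 SD, cut at about 15% in these data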;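 note: 0% = median of all compound wells on the plate and 100% = blocking peptide control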
TCR CD3 inh – blocks the human TCR-CD3 interaction. TAMRA-labeled TCR probe fluorescence, biochemical. inhibition, % at 9.4 µM. actives 0.37% (n = 360,000); in the data active = inhibition above about 19%;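 note: recombinant mutant TCR 2C K166C tagged with TAMRA read by polarization; 0% = receptor in buffer alone and 100% = receptor with positive control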
MBD2 inh – MBD2-methylated oligo binding inhibition. Q9UBB5. TR-FRET, MBD2 binding to methylated oligonucleotide. inhibition, % at 4.4 µM. actives 0.31% (n = 370,000). AID 686964; in the data active = inhibition above about 13%
DDE Tn7 FP inh – DD(E)-Tn7 binding inhibition, primary FP screen; actives 0.13% (n = 370,000); AID 720508; inhibition, % at 8.3 µM; FP displacement of FITC-Tn7 peptide from fibrin DD(E); 0% = median of compound wells per plate;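 active = inhibition above the mean of compounds falling within the control limits plus 3 SD of them, cut at about 14% in these data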;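 note: 0% = plate median of compound wells and 100% = 10 µM Aha-Tn7 peptide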
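Assay system: Human clot-derived fibrin DD(E) complex | Buffer or medium: Tris/NaCl/CaCl2 buffer, pH 7.8 | Repeats: One replicate per compound | Benchmarks: Aha-Tn7 high control | Measure: % inhibition scaled between sample-field median and high-control FP | Schedule: 10 min plus 3 h, room temperature | Signal: Fluorescence polarization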
proKLK7 act – activators of human kallikrein-7 zymogen. P49862. purified proKLK7, EDANS-DABCYL substrate fluorescence; 100% is mature enzyme control, 0% vehicle. activation, % at 7 µM. actives 0.9% (n = 370,000);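 active = activation above the mean of all tested compounds plus 3 SD, computed per campaign excluding outliers beyond control limits, cut at about 13% in these data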
Target sequence (P49862 whole entry, looked up): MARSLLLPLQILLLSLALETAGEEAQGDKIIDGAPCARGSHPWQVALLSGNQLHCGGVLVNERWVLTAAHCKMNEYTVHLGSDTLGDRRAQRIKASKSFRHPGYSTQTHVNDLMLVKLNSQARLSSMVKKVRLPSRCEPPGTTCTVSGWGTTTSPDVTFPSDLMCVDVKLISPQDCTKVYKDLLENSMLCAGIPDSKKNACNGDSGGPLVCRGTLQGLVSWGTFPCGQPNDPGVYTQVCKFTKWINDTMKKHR
Active calls of the source: *; . = no result given. Not a hit list, and some 4.6% of all compounds hit somewhere here.

nr | TDP2 absorb | smiles | LEDGF integ inh | SIAE primary | UHRF1 binding | PRMT1 FP inh | DDE Tn6 FP inh | TCR CD3 inh | MBD2 inh | DDE Tn7 FP inh | proKLK7 act
1 | 5 | O=C(/C=C/c1cccs1)N1CCOCC1 | 1 | 0 | -3 | 1 | -4 | 4 | 0 | -6 | -1.0
2 | 6 | Cc1cccc(NC(=S)Nc2c(C)n(C)n(-c3ccccc3)c2=O)c1C | 0 | 2 | 3 | 2 | 0 | 1 | -1 | -3 | 0.0
3 | -30 | CCCc1nc2ccccc2c(C(=O)OCC(=O)Nc2ccc(S(=O)(=O)N3CCOCC3)cc2)c1CC | 4 | -116 | -1 | 1 | -7 | 16 | 4 | -5 | -0.2
4 | 6 | Cc1onc(-c2c(F)cccc2Cl)c1C(=O)O/N=C(\N)c1ccc([N+](=O)[O-])o1 | 0 | 6 | 0 | -1 | -1 | -20 | 2 | 3 | 0.2
5 | 4 | Fc1ccc(-n2c(Cc3ccccc3)nnc2SCc2nc(-c3cccs3)no2)cc1 | -4 | -7 | 0 | 3 | -5 | -4 | 2 | -6 | 0.8
6 | -2 | COc1ccc(OCCCCn2c(CO)nc3ccccc32)cc1 | -3 | -5 | 1 | -3 | -1 | -4 | 1 | 8 | -0.9
7 | -1 | O=c1c2c3c(sc2nc2n1CCCCC2)CCCC3 | -1 | 1 | 2 | 8 | -2 | 1 | -2 | 3 | -0.2
8 | 11 | COc1ccc2[nH]c(-c3ccccc3)cc2c1 | 0 | 4 | -2 | -3 | -3 | -6 | 1 | -5 | 1.9
9 | -1 | CCCCN1CC(=O)N2[C@@H]3c4cc(OC)ccc4OC[C@@H]3[C@H](C(=O)OCC)[C@]2(C)C1=O | 7 | -7 | -2 | -3 | -5 | 4 | -3 | -3 | -0.5
10 | 3 | Cc1onc(-c2ccccc2)c1C(=O)OCc1nnc(-c2ccccc2)o1 | 2 | -5 | 0 | 0 | 2 | 6 | -3 | 6 | 0.0
11 | -5 | C#CCOCCOCCOCCNc1nc(N2CCN(C(=O)C([C@@H](C)O)n3cc([C@@H](N)CCCCN)nn3)CC2)nc(N2CCN(C(=O)C([C@@H](C)O)n3cc([C@@H](N)CCCCN)nn3)CC2)n1 (some centres undefined) | -1 | -12 | 14 | -2 | 9 | -8 | 3 | 0 | 0.5
12 | -7 | COc1ccc(N(CC(=O)N2CCN(C)CC2)S(=O)(=O)c2ccccc2)cc1 | -2 | -6 | -1 | -1 | -8 | -5 | 1 | -2 | 0.1
13 | -4 | O=C(COC(=O)c1nc(Cl)ccc1Cl)NCc1ccc(Cl)cc1 | -1 | 0 | -3 | -1 | 0 | 0 | -3 | -1 | -0.3
14 | -9 | c1ccc(-c2nc(CSc3n[nH]c(-c4cccs4)n3)cs2)cc1 | 0 | -1 | -2 | -2 | 2 | 7 | -4 | 4 | -0.1
15 | 17 | O=C(CCCN1C(=O)/C(=C/c2ccccc2Cl)SC1=S)N1CCCC1 | 1 | 4 | -3 | 4 | 8 | 6 | -1 | -5 | 0.0
16 | 0 | CCNc1c(NC(=O)C2CCC(C)CC2)c(=O)oc2ccccc12 (centres undefined) | -2 | -3 | 2 | 2 | -1 | 1 | 6 | 3 | 0.3
17 | -11 | CCOC(=O)Cn1c(=O)c(C#N)cn(C(C)C)c1=O | -2 | 1 | 1 | 1 | 4 | 4 | -3 | 4 | 0.1
18 | -18 | CN(CCC(=O)Nc1cc(S(=O)(=O)N(C)C)ccc1Cl)CC(=O)Nc1ccc(F)cc1 | 0 | -5 | 1 | -5 | 5 | 3 | 1 | -7 | -0.3
19 | -3 | Cn1c(SCc2nc(-c3ccccc3)no2)nnc1-c1ccco1 | 2 | -1 | 1 | 1 | 1 | -8 | 3 | 2 | 0.2
20 | -1 | COC(=O)Cc1nnn2c1[C@H](C)[C@H](c1ccccc1Br)OC[C@H](C)C2 | 2 | -1 | -1 | -5 | -2 | 8 | -2 | 6 | 0.4
21 | 10 | CCN(CC1COc2ccccc2O1)C(=S)Nc1ccc(F)cc1 (centres undefined) | -3 | -2 | 0 | 1 | 5 | -2 | -2 | -6 | 0.0
22 | 6 | C/C=C/c1c(F)c(F)c(Oc2ccc(C(=O)O)cc2)c(F)c1F | -1 | 2 | -2 | -1 | 4 | 3 | 0 | 3 | 0.2
23 | -15 | COC(=O)[C@]12C[C@H](CC(=O)NCc3ccc(C)o3)C(=O)N(CCc3ccc(OC)c(OC)c3)C1=C[C@H](COCc1ccccc1)O[C@@H]2C | 4 | 1 | -3 | -2 | 1 | . | -5 | -9 | 1.2
24 | 7 | COc1cc(O)sc1C=Nc1ccc(Cl)cc1Cl | -2 | 4 | 12 | -1 | -5 | 2 | 2 | 6 | 0.2
25 | 16 | Cc1cc(C)c2c(C(C)(C)C)nn(-c3ccccc3)c2n1 | 0 | 6 | 1 | -2 | 1 | -2 | -1 | -2 | 0.5
26 | 3 | COc1cccc(-c2cc(C(=O)Nc3ccc4c(c3)OCO4)no2)c1 | -1 | -1 | 1 | 1 | 0 | 2 | 4 | -6 | 0.4
27 | -5 | COc1ccc(CCNC(=O)c2nnn(CC(=O)Nc3ccccc3)c2N)cc1OC | -1 | 0 | -1 | -1 | 1 | 8 | -1 | 7 | 0.2
28 | 2 | CCn1c(SCC(=O)Nc2ccccc2)nnc1C1CCCCC1 | 2 | -2 | 1 | 1 | -4 | -5 | -1 | 1 | -0.6
29 | 10 | CCCCC(C(=O)NC1CCCC1)N(C(=O)c1snc(C(N)=O)c1N)c1ccc(C)cc1 (centres undefined) | 3 | 1 | 2 | 0 | -5 | 8 | 1 | 1 | -0.1
30 | -3 | CC(=O)Nc1ccc(S(=O)(=O)NC(C)C(=O)OCC(=O)NC2CCCC2)cc1 (centres undefined) | -4 | 1 | 5 | 4 | 3 | -4 | 6 | -5 | -0.1
31 | 7 | Cc1cccc(N2C(=O)C(O)=C(C(=O)c3cccs3)C2c2ccc(F)cc2)n1 (centres undefined) | -2 | 0 | 0 | 1 | -3 | -6 | 0 | -3 | -0.4
32 | -4 | CC[C@@]12C(=O)N(c3cccc(Br)c3)C(=O)N1[C@H](c1ccc(OC)cc1)[C@@H]1C(=O)N(C(C)(C)C)C(=O)[C@@H]12 | 1 | 1 | -4 | 0 | 7 | -1 | 0 | 5 | -0.3
33 | 8 | CCOc1ccc(NC(=S)N2C3CCCC2CC(NC(=O)C2CC2)C3)cc1 (centres undefined) | -3 | -2 | 0 | 0 | -4 | 2 | 1 | -2 | 0.4
34 | 3 | COC(=O)[C@@H]1C[C@@H](C(=O)O)[C@H](C)C1(C)C | 0 | 3 | 3 | 0 | 3 | -7 | 6 | 4 | -1.0
35 | 1 | COc1ccc(C(=O)NCCCn2ccnc2)cc1 | 2 | 6 | 0 | -2 | 2 | -8 | -6 | 6 | -0.8
36 | 15 | CC(C)Cc1nnc(NC(=O)CCNC(=O)c2ccco2)s1 | 1 | 29* | -1 | 1 | -1 | 2 | -7 | 6 | -0.2
37 | 3 | N#CCCN(C(=O)Nc1ccc(Cl)cc1)c1ccccc1 | -1 | 2 | -1 | -1 | -9 | 6 | -4 | -1 | 0.2
38 | 7 | CS(=O)(=O)N1CCc2cc(C(=O)N3CCCCC3)ccc21 | 0 | 5 | -2 | 1 | 0 | 9 | -4 | -9 | 0.9
39 | 10 | CN=C1SC(CC(=O)Nc2cccc(Cl)c2Cl)C(=O)N1C (centres undefined) | 3 | -6 | -1 | -3 | 3 | 4 | 5 | 2 | -0.4
40 | -6 | c1ccc(-c2cc3ccccc3nc2N2CCCC2)cc1 | 1 | 13 | 0 | -1 | 1 | -4 | 3 | -5 | -1.9
41 | -7 | CCCC1CCC2(CCCN2CCOC(=O)Nc2ccc(F)cc2)CC1 (centres undefined) | 1 | 1 | -1 | -4 | 12 | . | -1 | 6 | .
42 | -2 | CCOC(=O)CSc1nnc(-c2nnc(SCC(=O)OCC)n2CC)n1CC | -1 | 9 | -2 | -2 | 5 | 3 | -7 | 2 | 0.3
43 | 0 | COc1cccc(C(=O)N2N=C(c3ccccc3)CC2(O)C(F)(F)F)c1 (centres undefined) | 2 | -1 | 0 | -3 | 4 | 0 | -4 | -8 | -0.1
44 | -5 | CCCCCC1C/C(=N\O)C=C(C)C1C(=O)OC (centres undefined) | 0 | -6 | -4 | -1 | -5 | 0 | -4 | 6 | -0.3
45 | 6 | Cc1nc(NS(=O)(=O)c2ccc(Br)cc2)c2c3c(sc2n1)CCC3 | 0 | 6 | 0 | 2 | 7 | -10 | -3 | -1 | -0.9
46 | -8 | COC(=O)/C(=N/Nc1ccccc1C)N1CCCc2ccccc21 | 1 | 1 | 5 | -1 | 2 | -5 | 0 | 2 | -0.3
47 | -4 | O=C(Cn1nc(-c2cccc(Cl)c2)ccc1=O)Nc1ccccc1Br | 0 | -20 | -1 | 3 | 12 | -6 | -6 | 10 | -0.5
48 | -4 | O=C(Nc1ccccc1C(=O)Nc1ccc2c(c1)OCO2)c1cccs1 | 1 | -11 | 1 | 1 | -2 | 4 | 0 | -2 | -0.4
49 | -8 | NC(=O)CNC(=O)c1ccc(Cl)cc1 | 1 | 6 | 0 | -5 | -4 | 2 | 4 | -7 | -0.6
50 | 12 | N#CCSc1nnc(N)s1 | -2 | -5 | 0 | 0 | 5 | 0 | 3 | 6 | 0.3
51 | 7 | C[C@H](CO)N1C[C@H](C)[C@@H](CN(C)C(=O)CN2CCOCC2)Oc2ncc(-c3cncnc3)cc2C1=O | -6 | -3 | -1 | 0 | 6 | -3 | -3 | 3 | 0.0
52 | -5 | C(/CCc1ccccc1)=N\Nc1nc2ccccc2[nH]1 | 4 | 3 | -3 | 2 | -3 | -2 | 0 | 1 | -0.5
53 | -21 | CC(=O)c1ccc(N2CCN(C(=O)Nc3ccc(Cl)cc3)CC2)cc1 | -1 | -13 | 4 | 4 | -3 | -3 | 6 | 5 | 0.7
54 | -9 | O=C1CN(c2ccccc2Cl)C(=O)CN1c1ccccc1Cl | -2 | 7 | 4 | 1 | 4 | 1 | -6 | 4 | 0.0
55 | 0 | O=C(O)c1cccc(S(=O)(=O)N2Cc3ccccc3C2)c1 | 0 | 3 | -4 | -3 | 0 | 5 | 2 | 0 | -0.1
56 | 6 | CCOC(=O)C1C(=O)NC(N2CCCCC2)=NC1C(C)C (centres undefined) | 0 | 4 | -2 | -3 | -1 | 6 | -9 | 9 | -0.2

Pulled by compound from above:
nr | TDP2 absorb | smiles | LEDGF integ inh | SIAE primary | UHRF1 binding | PRMT1 FP inh | DDE Tn6 FP inh | TCR CD3 inh | MBD2 inh | DDE Tn7 FP inh | proKLK7 act
49 | -8 | NC(=O)CNC(=O)c1ccc(Cl)cc1 | 1 | 6 | 0 | -5 | -4 | 2 | 4 | -7 | -0.6
47 | -4 | O=C(Cn1nc(-c2cccc(Cl)c2)ccc1=O)Nc1ccccc1Br | 0 | -20 | -1 | 3 | 12 | -6 | -6 | 10 | -0.5
50 | 12 | N#CCSc1nnc(N)s1 | -2 | -5 | 0 | 0 | 5 | 0 | 3 | 6 | 0.3

Source: PubChem BioAssay
